Bioassay records (PubChem)
Giardia FBPA inh = qHTS Assay for Inhibitors of Fructose-1,6-bisphosphate Aldolase from Giardia Lamblia. A8B2U2. purified Giardia FBPA. Potency, µM (highest dose often 59.6 µM), inactives show top-dose activity, negative = inhibition, usual class: inhibitors. 0.71% of 290,000 active; note: potency is the fitted concentration of half-maximal effect; % is set by controls: 0 for no effect and ±100 for the full control effect; nearly all actives have a fitted effect of over 55% in size
Target sequence (A8B2U2 whole entry, looked up): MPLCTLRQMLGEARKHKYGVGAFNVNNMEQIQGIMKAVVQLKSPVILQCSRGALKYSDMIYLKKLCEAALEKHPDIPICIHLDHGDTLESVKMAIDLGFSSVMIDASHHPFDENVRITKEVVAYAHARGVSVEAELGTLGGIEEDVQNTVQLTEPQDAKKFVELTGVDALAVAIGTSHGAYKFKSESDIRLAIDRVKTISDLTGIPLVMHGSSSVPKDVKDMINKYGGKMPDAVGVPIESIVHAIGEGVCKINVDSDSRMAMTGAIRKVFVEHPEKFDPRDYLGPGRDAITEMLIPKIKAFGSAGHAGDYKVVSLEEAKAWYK
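Giardia FBPA (40 nM reagent) was preincubated 10 min at RT with compound (up to 57.5 uM final), then substrate plus GAPDH/TPI/NAD/arsenate coupling system with diaphorase/resazurin was added; resorufin fluorescence (525/598 nm) was read after 20 min.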
HCV inh = qHTS Assay for Inhibitors of Hepatitis C Virus (HCV); Potency, µM (top dose mostly 41.8 µM), for inactives: at the top dose activity change, negative = inhibition, hits mostly inhibitors; 3.4% of 340,000 active; AID 651820, 2012; Huh7.5.1 HCVcc-Cre infection, luciferase reporter, 44 h; note: potency is the fitted concentration of half-maximal effect; % is set by controls: 0 for no effect and ±100 for the full control effect
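HCVcc-Cre virus at an moi near 0.5 was added right after compound to cells cultured 4 h from seeding (1,000 cells/well). Luciferase activity was determined 44 h later, 15 min after substrate addition at RT.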
CHX counter = Cycloheximide Counterscreen for Small Molecule Inhibitors of Shiga Toxin; cell reporter, cycloheximide protein synthesis inhibition counterscreen; max response, %; 12% of 300,000 active; AID 2314, 2010; in the data active = max response mostly above about 13%, no sharp cut-off; inactive = mostly below about 14%; note: read at 38.3 µM for the half of the compounds with a filed dose; 0% is about no effect
Pf growth 96h = Primary qHTS for delayed death inhibitors of the malarial parasite plastid, 96 hour incubation; P. falciparum luciferase reporter growth, 96 h; Potency, µM (top dose mostly 28.7 µM), for the others: at the top dose activity change, negative = inhibition, usual class: inhibitors; 6.9% of 320,000 active; AID 504834, 2011; note: potency is the fitted concentration of half-maximal effect; % is set by controls: 0 for no effect and ±100 for the full control effect
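96 h incubation, 37 C, 5% CO2, of luciferase-reporter P. falciparum-infected RBCs (2% hematocrit, 0.05% parasitemia final) with test compounds; endpoint luminescence.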
Shiga inhibitor = A qHTS for Small Molecule Inhibitors of Shiga Toxin; AID 2315, 2010; inhibition, % at 38.7 µM; Vero cells, Shiga toxin protein synthesis inhibition reporter; 9.2% of 290,000 active; in the data active = inhibition mostly above about 28%, no sharp cut-off; inactive = mostly below about 43%; note: 0% is about no effect
Pf growth 48h = Primary qHTS for delayed death inhibitors of the malarial parasite plastid, 48 hour incubation | P. falciparum luciferase growth in erythrocytes, 48 h | Potency, µM (doses to about 28.7 µM), without a hit: top-dose activity change, negative = inhibition, most hits filed as inhibitors | 5.9% of 310,000 active; note: potency is the fitted concentration of half-maximal effect; % is set by controls: 0 for no effect and ±100 for the full control effect
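Parasite viability was followed by luminescence of a genomically integrated firefly luciferase. Cultures held 0.1% parasitemia at 2% hematocrit (final), incubated under 5% CO2 at 37 C.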
The depositor's hits bear a star; ? = inconclusive; . = no result given; & = joins results of further samples; [ ] = remark or other dose. Unless noted, calls come from the whole dose curve; as a rule, active = well fitted curve in the direction sought with a large enough effect; inconclusive = small, poorly fitted or top-dose-only effect, or another doubt; inactive = no such curve, though single readings can be large; an effect the other way counts as inactive or inconclusive.

SMILES | Giardia FBPA inh | HCV inh | CHX counter | Pf growth 96h | Shiga inhibitor | Pf growth 48h
CCCc1ncc(CN2CCC(C(=O)Nc3cccc(-c4cscn4)c3)CC2)cn1 | -1% | 11µM* | 3 | -19% | -6 | -23%
c1ccc(OCc2nnc3n2N=C(c2ccccc2)CS3)cc1 | ? | -20% | 18 | 5% | 46 | -8%
CCN(CC)C(=O)CSc1nc(O)c(Cc2ccc(OC)cc2)c(=O)[nH]1 | -21% | 8% | -1 | 10% | -8 | -6%
O=C(COc1ccc2ccc(=O)oc2c1)Nc1cc([N+](=O)[O-])ccc1F | . | 7% | . | -5% | . | 16%
COCC(C)n1c(SCC(=O)Nc2sccc2C(N)=O)nc2ccccc2c1=O (configuration not stated) | . | ? | . | ? | . | 9.3µM*
CN(CC(=O)NC1CCCC1)S(=O)(=O)c1cnc[nH]1 | -1% | 7% | 9 | 28% | -34 | 7%
COC(=O)c1ccc(-n2nnnc2SCC(=O)Nc2cc(OC)ccc2OC)cc1 | 8% | -18% | -2 | ? | -2 | 26%
Cc1cccc(Nc2ccccc2C(=O)OCC(=O)N2CCOCC2)c1C | -4% | -9% | 15 | 14% | -2 | -10%
N#CC1=C(N)SC(N)=C(C#N)C1c1ccc([N+](=O)[O-])cc1 | ? | -6% | -4 | ? | -10 | ?
COc1ccc(/C=C/C(=O)OCc2nc3ccccc3c(=O)[nH]2)c(OC)c1 | 0% | -5% | -2 | 39%[activator] | -4 | 50%[activator]
Cc1ccc(C(=O)Nc2nc(C)c(C(=O)Nc3ccc4c(c3)CCC4)s2)cc1 | -1% | ? | 45* | -2% | 48* | 139%[activator]
O=C1COc2ccc(C(=O)COC(=O)CNS(=O)(=O)c3cccc(F)c3)cc2N1 | . | 5% | . | -9% | . | 21%
CCc1cc2c(=O)c(-n3cnc4ccccc43)coc2cc1O | 3% | 10% | 11 | ? | -6 | ?
COc1ccc(/C(O)=C2/C(=O)C(=O)N(Cc3cccnc3)C2c2ccco2)cc1OC (configuration not stated) | 9% | 8% | 12 | 46% | 8 | 7%
COc1ccc(N2CCN(CCCNC(=O)C(=O)c3c[nH]c4ccccc34)CC2)cc1 | -3% | ? | -1 | 2.1µM* | 16 | 3.7µM*
COc1cc(Br)c(Br)cc1N | -11% | 16% | 6 | ? | 3 | ?
C=CCNc1cc(C(F)(F)F)nc(-c2ccccn2)n1 | -5% | -3% | 4 | 4.1µM* | -5 | 6.6µM*
CC1(C)CC2CC(C)(CN2S(=O)(=O)c2ccc(C(=O)Nc3ccc(Cl)c(S(=O)(=O)N4CCOCC4)c3)cc2)C1 (configuration not stated) | -6% | ? | 12 | ? | -19 | 9.3µM*
COc1ccccc1CC(=O)Nc1ccc(-c2noc(COc3ccc(Br)cc3)n2)cc1 | -4% | -26% | 3 | -20% | -14 | .
Cc1ccc(C(=C2C3C=CC2C2C(=O)NC(=O)C32)c2ccc(C)cc2)cc1 (configuration not stated) | -3% | ? | -4 | 14% | -13 | .
CCOC(=O)CSc1nc(Cc2ccccc2)nc2ccccc12 | 8% | -21% | -2 | 15% | -9 | -20%
CCOc1ccccc1NC(=O)c1ccc(-n2cncn2)nc1 | 3% | ? | 1 | 12% | 14 | -10%
CCOC(=O)c1cc(S(=O)(=O)N2CC(C)CC(C)C2)cn1C (configuration not stated) | . | 18% | -3 | ? | 21 | 0%
CCCC(=O)NCCc1ccc(F)cc1 | -3% | 5% | 4 | 3% | -1 | .
O=C(NC1CCCc2ccccc21)c1cc(S(=O)(=O)N2CCOCC2)ccc1F (configuration not stated) | 4% | -8% | -1 | ? | -2 | -25%
COc1ccc(CCN2C(=O)CC(N3CCN(c4ccccn4)CC3)C2=O)cc1OC (configuration not stated) | 1% | 8% | -3 | 35%[activator] | 9 | 9%
Cc1cc(C)nc(SCC(N)=O)n1 | 9% | 2% | -4 | 9% | 5 | 10%
CC(C)(C)N(Cc1ccccc1)C(=O)c1cccs1 | 17% | 0% | -1 | ? | -11 | 30%
Cn1c(SCC(=O)Nc2ccccc2Cl)nnc1C1CC1 | 3% | -4% | -1 | -20% | -18 | 19%
Cc1cc(S(=O)(=O)Nc2ccccc2C(=O)O)ccc1Cl | ? | 19% | 3 | . | 21 | 17%
CCCNC(=O)c1ccc2c(=O)c(O)c(-c3ccc(F)cc3)[nH]c2c1 | -9% | ? | -1 | ? | -4 | -9%
O=C(CSc1ccc(Cl)cc1)N1N=CCC1c1ccccc1 (configuration not stated) | 0% | -12% | 15 | -12% | 73* | ?
FC(F)(F)c1nnc2ccc(NCc3cccnc3)nn12 | 3% | -14% | 6 | 20% | 8 | ?
COc1ccc(OC)c(S(=O)(=O)Nc2c(C)cccc2C)c1 | -5% | -15% | -2 | -22% | -9 | -14%
O=c1c2cc(NC(=S)N3CCC(N4CCCCC4)CC3)ccc2nc2n1CCCCC2 | 4% | 1% | 1 | 8% | -14 | -16%
O=C1Nc2ccccc2C12OCCO2 | -1% | 4% | -4 | ? | -9 | 15%
COc1ccc(NC(=O)C2C3C=CC4(O3)C2C(=O)N(CCCN2CCCCC2)C4C(=O)NC2CCCC(C)C2C)cc1 (configuration not stated) | 4% | -27% | -1 | -9% | 3 | -14%
O=c1oc2ccccc2c(O)c1[C@H]1c2ccc(O)cc2Oc2c1c(=O)oc1ccccc21 | 13% | -8% | -1 | 19% | 13 | -1%
Cn1c(=O)c(=O)n(C)c2cc(S(=O)(=O)CCC(=O)Nc3c(F)c(F)c(F)c(F)c3F)ccc21 | . | 21% | -7 | ? | -6 | 12%
COc1cccc(CN2CC(C(=O)NCCOc3ccccc3)CCC2=O)c1 (configuration not stated) | . | 15% | 19* | ? | 17 | -7%
Cc1ccc(-n2cc(-c3ccccc3)c3c(=O)[nH]cnc32)cc1 | 1% | 10% | -4 | ? | -10 | -19%
CC1CC(C)CN(S(=O)(=O)c2ccc(C(=O)Nc3nnc(-c4cccs4)o3)cc2)C1 (configuration not stated) | ? | ? | -4 | 1% | -15 | ?
CC1=C(C(N)=O)C(c2ccco2)C(C(N)=O)=C(C)N1 | 1% | 25% | 6 | 8% | 13 | -3%
Cc1ccc(Cn2c(=N)c(S(=O)(=O)c3ccc(C)cc3)cc3c(=O)n4ccccc4nc32)cc1 | . | -16% | -2 | ? | -2 | -13%
OCCC1CN(Cc2cn[nH]c2C2CCCCC2)CCN1Cc1ccccc1 (configuration not stated) | 7% | -3% | -4 | ? | -16 | -7%
c1ccc(-n2cnnc2SCc2nc3ccccc3s2)cc1 | -1% | 0% | 60* | 100%[activator] | 61* | .
OC1(C(F)(F)F)CC(c2ccc3ccccc3c2)=NO1 (configuration not stated) | 4% | 16% | 38* | 31%[activator] | 48* | 3%
CC1CN(C(=O)CSc2nnc(-c3cccs3)n2N)CC(C)O1 (configuration not stated) | . | 15% | . | -13% | . | 7%

Limited to Pf growth 48h (5 entries from above):
molecule	Pf growth 48h
O=c1oc2ccccc2c(O)c1[C@H]1c2ccc(O)cc2Oc2c1c(=O)oc1ccccc21	-1%
Cn1c(=O)c(=O)n(C)c2cc(S(=O)(=O)CCC(=O)Nc3c(F)c(F)c(F)c(F)c3F)ccc21	12%
COc1cccc(CN2CC(C(=O)NCCOc3ccccc3)CCC2=O)c1 (configuration not stated)	-7%
Cc1ccc(-n2cc(-c3ccccc3)c3c(=O)[nH]cnc32)cc1	-19%
CC1CC(C)CN(S(=O)(=O)c2ccc(C(=O)Nc3nnc(-c4cccs4)o3)cc2)C1 (configuration not stated)	?

Next results:
SMILES | Giardia FBPA inh | HCV inh | CHX counter | Pf growth 96h | Shiga inhibitor | Pf growth 48h
O=C(CN1CCN(S(=O)(=O)c2ccc(Cl)cc2)CC1)NCc1cccs1 | . | 10% | . | -2% | . | -1%
CC1=CC2=NC(=O)/C(=C\c3ccc(OC(=O)c4ccco4)cc3)C(=N)N2O1 | -1% | 13% | 8 | 0% | -14 | 7%
Cc1nc(N2CCN(S(=O)(=O)c3ccccc3C#N)CC2)c2c(-c3cccs3)csc2n1 | 2% | 10µM* | 1 | ? | -3 | ?
COC(=O)/C=C/c1c(C)[nH]c(=O)[nH]c1=O | 5% | 29% | -1 | 0% | -2 | 10%
COC(=O)c1c(NC(=O)Cc2ccc(OC)c(S(=O)(=O)N3CCOCC3)c2)sc(C)c1C | . | ? | . | ? | . | 13µM*
COc1ccccc1OCc1ccc(C(=O)Nc2ccccc2)cc1 | . | ? | . | 142%[activator] | . | 95%[activator]
Cc1cnc(C(=O)N2CCN(S(=O)(=O)c3ccc4ccccc4c3)CC2)cn1 | 0% | -26% | 5 | 9.3µM* | 27 | .
COc1ccc(C(C(=O)NC(C)(C)C)N(C(=O)CCC(=O)Nc2ccccn2)C2CCCCC2)cc1 (configuration not stated) | 11% | 7% | -8 | -5% | -4 | ?
O=C1c2ccccc2C(=O)N1CCc1nc2ccccc2c(=O)n1CCCn1ccnc1 | 6% | 8% | -8 | 19% | -4 | 11%
O=C(COC(=O)CCC1CCCC1)Nc1ccc(F)cc1 | . | 38%[activator] | . | -2% | . | -9%
COc1ccc(CCNC(=O)COc2cc(O)c3c(c2)OC(C)(C)CC3=O)cc1OC | -2% | 3.2µM* | -2 | ? | -5 | ?
CC(=O)C(C(C)=O)c1cc(NS(=O)(=O)c2ccccc2)ccc1NS(=O)(=O)c1ccccc1 | -10% | -6% | -3 | 171%[activator] | 6 | 2%
CC(C)[C@H](NC(=O)OCc1ccccc1)C(=O)NCc1ccccc1 | 3% | 8% | -4 | 25% | 2 | -11%
CN(C)c1ccc(CNC(=O)CN2C(=O)COc3ccc(S(=O)(=O)N4CCCC4)cc32)cc1 | 11% | 7% | 10 | 13% | -3 | 14%
O=C(NCCS(=O)(=O)N1CCN(c2ccccc2F)CC1)c1ccc(Cl)cc1 | . | 9% | . | 0% | . | -15%
Cc1cc(C(=O)OCC(=O)Nc2cccc(S(=O)(=O)N(C)C)c2)c(C)o1 | 4% | ? | -3 | 12% | 2 | -3%
CN(NS(=O)(=O)c1ccc(Br)cc1)c1nc(C(F)(F)F)nc2ccccc12 | 20% | -15% | 8 | 13% | -5 | 0%
Cc1cc(C)n(-c2nc3ccccc3c(=O)n2OCC(N)=O)n1 | 3% | 22% | 10 | -37% | -13 | 0%
CCOc1ccc(OCC)c(NC(=O)c2ccc(CNc3c(N4CCOCC4)c(=O)c3=O)cc2)c1 | -21% | ? | -1 | ? | -1 | ?
O=C(c1ccco1)N1CCN(S(=O)(=O)c2ccc(Cl)s2)CC1 | 0% | 8% | -4 | 59%[activator] | -26 | 10%
CC1CCCCN1Cc1nc2c(c(=O)n(C)c(=O)n2C)n1CCc1ccccc1 (configuration not stated) | 5% | -2% | -1 | ? | -7 | -15%
Cc1ccc(Sc2ccc(CO)cc2[N+](=O)[O-])cc1 | 0% | 8% | 10 | 60%[activator] | 18 | 31%[activator]
O=P(N[C@@H](c1ccccc1)[C@@H]1C[C@H]1CO)(c1ccccc1)c1ccccc1 | 6%&0% | 7% | -4 | -28% | -18 | 6%
C/C(=N\NC(=O)C(=O)Nc1ccc(C)cc1)c1ccncc1 | 4% | 5% | -2 | 21% | -10 | -3%
O=C(Nc1cccc(F)c1)C1CCCCC1 | . | ? | . | 62%[activator] | . | 2%
C=CCn1cccc(C(=O)Nc2ccc(SC)cc2)c1=O | 13% | ? | 53* | 43%[activator] | 93* | 26%

Full records as entered above. Order of values: Giardia FBPA inh | HCV inh | CHX counter | Pf growth 96h | Shiga inhibitor | Pf growth 48h
CC(C)[C@H](NC(=O)OCc1ccccc1)C(=O)NCc1ccccc1 across the screens: 3% | 8% | -4 | 25% | 2 | -11%
C=CCn1cccc(C(=O)Nc2ccc(SC)cc2)c1=O across the screens: 13% | ? | 53* | 43%[activator] | 93* | 26%
